Screens: PubChem, The Scripps Research Institute Molecular Screening Center
PAFAH1B3 inh: PAFAH1B3 enzyme inhibitors, primary screen, biochemical, fluorescence polarization, human; hit rate 0.28% among 340,000; inhibition, % at 3.39 µM; recombinant PAFAH1B3, FP-rhodamine probe;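 active = inhibition above the screen-wide average of all tested compounds plus 3 SD, cut at about 25% in these data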;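 note: 0% = enzyme with DMSO only and 100% = wells lacking PAFAH1B3 protein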
Target sequence (Q15102 whole entry, looked up): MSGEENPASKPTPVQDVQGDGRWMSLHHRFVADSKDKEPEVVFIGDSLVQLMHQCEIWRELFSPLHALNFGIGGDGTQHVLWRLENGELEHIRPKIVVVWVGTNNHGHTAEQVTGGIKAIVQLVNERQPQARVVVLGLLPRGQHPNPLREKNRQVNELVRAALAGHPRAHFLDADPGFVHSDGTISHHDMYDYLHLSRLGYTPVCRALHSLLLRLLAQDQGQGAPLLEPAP
PAFAH2 FP inh: PAFAH2 enzyme inhibitors, primary screen, biochemical, fluorescence polarization, human; Platelet-activating factor acetylhydrolase 2, cytoplasmic (Homo sapiens), Q99487; recombinant PAFAH2, FP-rhodamine activity probe; inhibition, % at 3.39 µM; hit rate 0.99% among 340,000;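 active = inhibition above the mean over all tested compounds plus 3 SD, cut at about 30% in these data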;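 note: inhibitors block probe labeling of enzyme so polarization drops; 0% = enzyme with DMSO and 100% = wells lacking PAFAH2 protein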
GSTO1 inh: inhibitors of recombinant GSTO1, primary screen, counter-screen for RBBP9 inhibitor project, biochemical, fluorescence polarization | Glutathione S-transferase omega-1 (Homo sapiens), P78417 | inhibition, % at 5.96 µM | activity-based probe fluorescence polarization | hit rate 1.1% among 300,000;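 active = inhibition above the campaign mean inhibition plus 3 SD, cut at about 35% in these data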;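 note: 0% = GSTO1-1 with DMSO and 100% = wells lacking GSTO1-1 enzyme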
Target sequence (P78417 whole entry, looked up): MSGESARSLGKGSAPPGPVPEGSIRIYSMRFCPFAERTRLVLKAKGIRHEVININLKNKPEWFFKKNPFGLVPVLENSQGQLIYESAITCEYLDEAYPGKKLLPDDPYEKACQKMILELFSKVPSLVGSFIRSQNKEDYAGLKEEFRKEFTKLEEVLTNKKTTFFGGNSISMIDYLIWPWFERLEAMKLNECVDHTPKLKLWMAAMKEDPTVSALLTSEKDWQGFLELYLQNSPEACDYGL
LYPLA2 inh: LYPLA2 inhibitors, primary screen, counter-screen for PME1 inhibitor project, biochemical, fluorescence polarization, FP-Rh probe ABPP; Acyl-protein thioesterase 2 (Homo sapiens), O95372; recombinant LYPLA2; inhibition, % at 5.9 µM; hit rate 0.38% among 320,000; AID 2177, 2009;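 active = inhibition above the screen-wide mean plus 3 SD, limit set per campaign, cut at about 26% in these data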;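 note: 0% = LYPLA2 with DMSO and 100% = wells lacking LYPLA2 enzyme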
PREPL inh: PREPL enzyme inhibitors, primary screen, biochemical, fluorescence polarization. Prolyl endopeptidase-like (Homo sapiens), Q4J6C6. recombinant PREPL, fluorescence polarization activity-based probe. inhibition, % at 5.96 µM. hit rate 0.68% among 320,000. AID 2751, 2010; in the data active = inhibition above about 43%;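 note: 0% = enzyme with DMSO and 100% = wells lacking enzyme; many of its hits are not listed in these tables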
PAD4 inh: human PAD4 inhibitors, primary screen, biochemical, fluorescence polarization, 1536-well format. Protein-arginine deiminase type-4 (Homo sapiens), Q9UM07. recombinant PAD4, RCA probe fluorescence polarization. inhibition, % at 6.36 µM. hit rate 0.41% among 330,000. AID 485272, 2010;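 active = percent inhibition above a cutoff equal to the mean of all tested compounds plus 3 SD, cut at about 15% in these data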;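 note: 0% = PAD4 with RCA probe and DMSO and 100% = probe without PAD4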
LYPLA1 inh: LYPLA1 inhibitors, primary screen, counter-screen for PME1 inhibitor project, biochemical, fluorescence polarization, FP-Rh probe ABPP | recombinant LYPLA1 | inhibition, % at 5.9 µM | hit rate 0.16% among 320,000 | Acyl-protein thioesterase 1 (Homo sapiens), O75608;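 active = inhibition above the mean of all tested compounds plus 3 SD, set per campaign, cut at about 14% in these data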;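 note: inhibitors block serine hydrolase probe labeling of LYPLA1 so polarization falls; 0% = enzyme with DMSO and 100% = wells lacking LYPLA1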
Target sequence (O75608 whole entry, looked up): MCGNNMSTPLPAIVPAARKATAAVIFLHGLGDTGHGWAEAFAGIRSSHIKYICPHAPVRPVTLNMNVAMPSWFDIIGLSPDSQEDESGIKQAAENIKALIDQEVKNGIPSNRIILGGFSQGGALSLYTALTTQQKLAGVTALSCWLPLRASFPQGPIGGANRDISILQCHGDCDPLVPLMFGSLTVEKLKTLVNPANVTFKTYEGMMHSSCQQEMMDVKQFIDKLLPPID
EBNA-1 inhibitor: EBNA-1 DNA-binding inhibitors, primary screen, biochemical, fluorescence polarization; inhibition, % at 14.8 µM; hit rate 0.34% among 300,000; AID 1950, 2009; in the data active = inhibition above about 28%
ZTA counter: blocks Epstein-Barr virus ZTA, an EBNA-1 counter-screen | P03206 | hit rate 0.15% among 320,000 | AID 2234 | ZTA-DNA binding, fluorescence polarization | inhibition, % at 11 µM; in the data active = inhibition above about 33%
Target sequence (P03206 whole entry, looked up): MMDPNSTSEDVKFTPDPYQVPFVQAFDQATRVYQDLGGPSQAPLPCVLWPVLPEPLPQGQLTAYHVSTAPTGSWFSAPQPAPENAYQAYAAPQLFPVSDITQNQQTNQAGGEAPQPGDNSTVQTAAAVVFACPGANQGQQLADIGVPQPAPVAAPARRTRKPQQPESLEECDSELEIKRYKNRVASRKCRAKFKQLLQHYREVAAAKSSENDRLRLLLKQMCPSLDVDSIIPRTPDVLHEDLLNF
Numbers without * were called inactive; nt = no result given; & = joins results of further samples. Some of the compounds tested (hit frequency here may not be typical).

SMILES	PAFAH1B3 inh	PAFAH2 FP inh	GSTO1 inh	LYPLA2 inh	PREPL inh	PAD4 inh	LYPLA1 inh	EBNA-1 inhibitor	ZTA counter
COc1ccc(C(=O)COC(=O)COc2cc(C)cc(C)c2)cc1	-6	3	3	5	8	3	-2	8	-6
COC(=O)C1CCN(C(=O)C2CCCCC2)CC1	5	-5	-1	-8	-5	-12	-4	0	-4
CN(C)CCc1c[nH]c2ccc(C[C@H]3COC(=O)N3)cc12	nt	nt	2	2	-7	3	0	7	-15
O=Cc1ccc(C(=O)OCC(=O)N2CCCC2)cc1	0	-6	0	3	4	3	3	0	2
Cc1c(N2C(=O)C3C4C=CC(C5CC45)C3C2=O)c(=O)n(-c2ccccc2)n1C (configuration not stated)	-6	-7	4	7	-5	1	2	-19	-11
CC(C)c1ccc(N(C(=O)c2ccco2)C(C(=O)NC2CCCC2)c2cccnc2)cc1 (configuration not stated)	3	-5	-2	3	18	-3	1	-15	-6
NC(=O)c1nsc(C(=O)N(CCc2ccccc2)C(C(=O)NC2CCCC2)c2ccco2)c1N (configuration not stated)	-5	-2	7	-4	5	3	-1	-5	-24
O=C(Nc1cc(Cl)ccc1N1CCOCC1)c1ccncc1	2	-3	nt	nt	28	-9	nt	nt	nt
O=C(CC12CC3CC(CC(C3)C1)C2)NCC(=O)N1CCCC1	0	75*	-6	-1	15	-4	3	-18	-2
COC(=O)c1ccc(Sc2ccc(C)cc2)c(N)c1	2	4	-2	2	14	1	0	2	-4
Cc1ccc2nc(-c3cccc(Br)c3)cc(C(=O)NC3=NCCS3)c2c1	-7	-10	-28	-21	4	-6	-11	7	17
CC(C)Cn1c(SCC(=O)NC(=O)Nc2ccc3c(c2)OCCO3)nc2ccccc2c1=O	-1	-2	7	7	16	-1	1	6	-12
O=C(Cn1cnc([N+](=O)[O-])n1)N/N=C/c1cccc(Cl)c1	1	-9	4	1	0	-4	1	4	4
CCCN1CCC(NC(=O)Nc2cccc3ccccc23)CC1	3	0	-1	4	20	-2	2	4	14
O=C(/C=C/Nc1ccccc1O)c1ccco1	1	0	15	0	-12	-1	-1	-2	18
CCOC(=O)c1cccc(N2C(=O)c3ccccc3S2(=O)=O)c1	8	1	3	2	-8	-2	-1	1	-2
COc1ccc(NC(=O)CS(=O)CC(=O)N2CCN(C3CCCC3)CC2)cc1 (configuration not stated)	8	0	4	0	2	1	1	5	16
CCCCOc1nc(N)nc(-c2ccccc2)n1	10	0	1	9	4	0	7	-2	-17
OCC[C@@H]1C[C@H](O)[C@@H](O)[C@]2(Cc3ccccc3CCO2)O1	5	-2	-8	2	3	4	1	10	14
CCn1c(=S)sc2c(=O)n(CC(=O)Nc3ccc(C(C)=O)cc3)c(C)nc21	10	3	4	7	5	-2	4	-20	-16
O=C(COC(=O)C1CC2CCCC(C1)C2=O)Nc1cccc(F)c1 (configuration not stated)	4	68*	nt	1	13	-3	-4	nt	9
O=C(OCC(=O)N1CCCC1)c1c2c(nc3ccccc13)CCCCC2	8	4	0	-2	-1	-1	-3	1	0
COc1ccccc1OCCC(=O)OCC(=O)Nc1ccc(S(=O)(=O)N2CCOCC2)cc1	0	2	8	2	0	-3	1	4	7
O=C(O)C(Cc1ccccc1)n1cnnn1 (configuration not stated)	7	16	-4	1	7	0	0	-2	9
COc1cccc(C2=Nc3cccc4cccc(c34)N2)c1	17	21	14	-13	-2	-2	-8	-11	-7

Other records:
SMILES	PAFAH1B3 inh	PAFAH2 FP inh	GSTO1 inh	LYPLA2 inh	PREPL inh	PAD4 inh	LYPLA1 inh	EBNA-1 inhibitor	ZTA counter
O=C(COC(=O)c1ccccc1NC(=O)c1ccco1)NC1CC1	3	0	-7	2	-6	-3	3	-2	-1
CS(=O)(=O)N(CCCC(=O)N1CCCCCC1)c1cccc(Cl)c1	1	-8	7	-2	5	0	-2	-4	-13
CCn1c(=O)cc(N2CCC3(CC2)OCCO3)[nH]c1=O	-1	-5	7	5	-11	1	2	2	1
CC(C)c1nc(CN2CCCCC2)cc(=O)[nH]1	nt	nt	-1	1	-5	-4	1	-19	-12
COC(=O)c1c(C)[nH]c(C=Nc2ccc(OC)cc2)c1C	6	-2	-6	5	-3	0	1	5	13
CC(NC(=O)/C=C/c1cnc2ccccc2n1)C12CC3CC(CC(C3)C1)C2 (configuration not stated)	8	12	-8	-2	0	-6	-2	-6	-10
Cc1ccc(C)c(C(=O)CSc2nnnn2C(C)C)c1	9	4	2	1	2	-4	-4	2	9
CC(=O)Nc1ccc(S(=O)(=O)NNC(=O)NC23CC4CC(CC(C4)C2)C3)cc1	8	-4	-6	3	15	-2	4	3	-1
Cc1nn(C)c(C)c1NC(=O)CSc1nnc(C)n1-c1ccccc1	6	-10	3	4	17	-2	1	-12	-18
CCC(C)n1[nH]c(=O)cc1N (configuration not stated)	6	1	-3	-3	0	-4	-1	3	-10
COc1cc(C(=O)NNC(=S)NC(=O)c2ccccc2C)cc(OC)c1OC	6	8	3	-6	3	5	-3	-1	-4
COc1ccc(CC2C(=O)OC(C)(C)OC2=O)cc1	6	-8	-2	1	5	-3	-2	-3	3
Cc1ccc2c(c1)c(CC(=O)Nc1ccc(C)c(F)c1)c(C(=O)O)n2C	-3	0	2	0	7	-4	0	9	6
Clc1ccc(Cn2ncc3c(N4CCCCC4)ncnc32)c(Cl)c1	1	4	6	-3	6	-1	0	4	6
CCOC(=O)C1(Cc2cccc(OC)c2)CCN(Cc2ccc(C)s2)CC1	-2	-13	6	-2	9	0	-1	-4	-4
COc1ccc(N/N=C(\C#N)C(=N)N2CCCCC2)cc1	9	-4	6	5	23	-5	5	6	-12
O=C(Nc1ccc(F)c([N+](=O)[O-])c1)c1ccc2c(c1)OCCO2	-6	10	-3	0	12	0	-1	-9	-3
COc1cc(C(=O)NNC(=O)c2cc(-c3ccccc3)n[nH]2)cc(OC)c1C	7	-4	nt	-5	13	-5	-8	nt	-1
O=C(NNC(=O)c1ccccc1OCc1ccccc1Cl)c1csc(N2CCOCC2)n1	-8	0	3	5	9	4	4	-8	-19
Cc1ccc2oc(=O)cc(CN3CC(C)OC(C)C3)c2c1 (configuration not stated)	3	-2	1	4	15	-1	2	0	7
N#CC1CC(c2ccccc2)Nc2cc(Cl)ccc2N1 (configuration not stated)	1	3	-16	-4	-32	-5	-10	-1	-35
COC(=O)c1ccccc1NC(=O)Nc1nnc(N2CCC(C)CC2)s1	3	-1	2	23	2	5	1	10	14
Cc1ccc(NC(=O)Nc2ccc(S(N)(=O)=O)cc2)cc1	6	-6	1	-7	17	-2	-4	-10	-11
O=C(c1ccccc1)N1CCN(C(=O)c2ccncc2)CC1	-10	0	5	7	-9	4	-2	-4	-5
O=C(NCc1ccccn1)c1c(Cl)cccc1Cl	8	-4	2	2	7	1	-2	8	-14

(further entries)
SMILES	PAFAH1B3 inh	PAFAH2 FP inh	GSTO1 inh	LYPLA2 inh	PREPL inh	PAD4 inh	LYPLA1 inh	EBNA-1 inhibitor	ZTA counter
CCN(C[C@H]1N[C@@](CC)(C(=O)OC)[C@H]2C(=O)N(C)C(=O)[C@@H]12)C(=O)COc1ccccc1	6	10	nt	nt	16	1	nt	nt	nt
CCOC(=O)c1cnn(-c2ccccc2)c1-n1cccc1C(=O)C(=O)N(CC)CC	0	9	3	3	1	-5	-1	1	-4
CCOCC(=O)N1CCN(Cc2ccc3c(c2)OCO3)CC1	18	-1	3	-1	8	5	-4	8	13
Cc1nc2c(Cl)c(C)nn2c2c1CCC2	-1	-7	3	1	7	-4	1	-2	10
COc1cccc(NS(=O)(=O)c2ccc(C)c(C(=O)N3CCCCC3)c2)c1	-2	-2	0	0	4	-6	-1	0	16
COc1ccc(OC)c(Nc2ccc(C(=O)O)cc2[N+](=O)[O-])c1	8	-10	4	-3	-3	4	1	0	-15
COc1ccc2nc(NC(=O)CCN3C(=O)c4ccccc4C3=O)sc2c1	-4	11	-3	4	24	-1	0	9	-14
O=C(OCC(=O)N1CCN(c2ccccc2)CC1)c1ccccc1[N+](=O)[O-]	5	1	-3	2	14	-1	-4	-11	-5
Cc1ccc(C)c(N2CCN(C(=O)c3csc4ccccc34)CC2)c1	8	0	0	-1	6	2	-1	4	0
O=C(Cn1c(=O)oc2cc(S(=O)(=O)N3CCCC3)ccc21)Nc1ccc(C(F)(F)F)cc1	1	1	4	-10	16	3	0	-7	-4
COc1ccccc1/C=C/C(=O)OC(C)CN1CCCCC1 (configuration not stated)	3	-9	3	7	12	3	3	-8	7
CC(=C/c1ccccc1)/C=N/NC(=O)c1cc(C)oc1C	2	-5	-12	2	-8	-3	0	7	-5
COc1ccc(OC)c(S(=O)(=O)n2ccnc2C(C)C)c1	5	1	0	-2	2	-9	-2	4	17
CCCCCC(=O)N1CCN(CCN=CC2=C(O)CC(c3cccs3)CC2=O)CC1 (configuration not stated)	6&2	2&-6	0	10	6	3	-1	21	15
CCOC(=O)c1sc2nc(C)c([N+](=O)[O-])c(COC)c2c1N	1	-4	7	4	13	4	1	-4	-5
O=C(COC(=O)CNC(=O)c1ccc(Cl)c([N+](=O)[O-])c1)NCC1CCCO1 (configuration not stated)	10	0	nt	3	5	4	-1	nt	-5
COc1ccc(C(=O)c2ccc(OC)cc2OC)cc1	2	1	-4	-2	3	-1	1	-6	24
O=C(Nc1ccccc1C(=O)Nc1ccncc1)c1ccc([N+](=O)[O-])cc1	0	2	-3	4	-4	-2	0	13	11
COc1ccc(C(=O)OCC(=O)c2ccc[nH]2)cc1	-2	40*	nt	3	4	2	1	nt	5
COc1ccc(CC(=O)Nc2cccc(-c3ccc4nncn4n3)c2)cc1OC	0	6	-1	5	-7	-2	-2	-2	11
CCOC(=O)N1CCN(CCC(=O)Nc2ccccc2)CC1	5	-6	-3	-6	0	3	-4	-4	4
CCN(CC)S(=O)(=O)c1ccc(NC(=S)NC(=O)CC(C)C)cc1	8	4	-30	5	2	-6	1	0	-6
CCCn1c(SCC(=O)Nc2c(C)cccc2C)nnc1C(C)C	-5	-8	-1	3	17	1	2	4	-9
O=C(/C=C/c1cnc2ccccc2n1)NC1CCCCCC1	5	5	2	3	7	0	-1	-1	-15
CNC(=O)COc1coc(CN2CCN(c3ccccc3)CC2)cc1=O	3	-6	-2	2	7	3	-2	1	15
Cc1ccc(CC(NC(=O)c2ccccc2)C(=O)NC(C)C(=O)O)cc1 (configuration not stated)	8	5	-1	0	10	-2	-2	-8	-20
COc1ccc(C(=O)c2ccccc2)c2c(O)ccc(C(=O)c3ccccc3)c12	2	1	-5	-3	1	-2	-3	8	19
COc1ccc(CSc2nncn2N)cc1[N+](=O)[O-]	5	-2	-2	3	0	-1	2	-9	-5
COc1ccc(C(C(O)C(=O)c2c[nH]c3ccccc23)N2CCN(c3ccc(OC)cc3)CC2)cc1 (configuration not stated)	9	-6	2	2	13	10	9	-19	13

Ordered by value in PAFAH1B3 inh (largest number first): 3 from the list above.
SMILES,PAFAH1B3 inh
COc1ccc(C(C(O)C(=O)c2c[nH]c3ccccc23)N2CCN(c3ccc(OC)cc3)CC2)cc1 (configuration not stated),9
O=C(OCC(=O)N1CCN(c2ccccc2)CC1)c1ccccc1[N+](=O)[O-],5
CCOC(=O)c1sc2nc(C)c([N+](=O)[O-])c(COC)c2c1N,1
